GAA glycogen mod: qHTS Assay for Inhibitors and Activators of Human alpha-Glucosidase Cleavage of Glycogen. recombinant GAA, glycogen substrate, Amplex Red glucose oxidase fluorescence. Potency, µM (series often up to 76.4 µM), without a hit: at the top dose activity change, negative = inhibition, hits mostly inhibitors. AID 2100, 2009. Lysosomal alpha-glucosidase (Homo sapiens), P10253. 300,000 compounds, 0.38% hits; active = well fitted inhibition curve with a large enough effect; inconclusive = small, poorly fitted or top-dose-only effect, or another doubt; inactive = no such curve, though single readings can be large or run the other way;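 note: 0% = full enzyme reaction and -100% = no-enzyme basal signal; the screen sought inhibitors and activators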
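Recombinant enzyme (4 nM final) with compounds titrated up to 77 uM and bovine liver glycogen (30 ug) in citrate pH 5.0, 0.01% Tween-20, 37 C 40 min. Released glucose detected by Amplex Red/glucose oxidase (Ex 573/Em 610); AC50 from Hill fits.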
Lamin A splicing: qHTS Assay for Modulators of Lamin A Splicing | HeLa LMNA splicing GFP/RFP minigene ratio, 48 h | 200,000 compounds, 0.01% hits | Potency, µM (highest dose often 46.1 µM), for inactives: at the highest dose ratio change, negative = inhibition, most hits filed as inhibitors | AID 1487, 2009; active = well fitted inhibition curve with a large enough effect in the signal ratio, with a control signal flat, not every such curve was filed as active; inconclusive = small, poorly fitted or top-dose-only effect, or effect the other way, or a change in a side signal; the % refers to the signal ratio
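S3 HeLa cells stably expressing lamin A-EGFP splicing minigene plus DsRed2, 600 cells/well, 48 h compound exposure at 37C. Laser-scanning cytometry; analysed as GFP (500-530 nm)/RFP (575-640 nm) total intensity ratio; 0.5% DMSO vehicle.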
An asterisk follows results filed as active; u = inconclusive; x = no result given; & = joins results of further samples; [ ] = remark or other dose. Unless noted, % is set by controls: 0 for no effect and ±100 for the full control effect; potency is the fitted concentration of half-maximal effect. A portion of the library. The share of hits here may be higher or lower than overall.

Under each structure: GAA glycogen mod | Lamin A splicing
Cc1cc(C)c(NC(=O)C2CCN(C(=O)N3CC(C)Oc4ccc(Cl)cc43)CC2)c(C)c1 (stereo not given)
 : 7%[76.3 µM] | 2%[46 µM]
Cc1cccc(C)c1NC(=O)Cn1cc(S(=O)(=O)Cc2ccc(F)cc2)c2ccccc21
 : 12%[76.3 µM] | -4%[46 µM]
CCCc1ccc(OCC(=O)Nc2scc(-c3cccs3)c2C(=O)OC)cc1
 : 7%[76.3 µM] | 3%[46 µM]
Cc1cc(C)cc(N2CCn3c2nc2c3c(=O)n(C/C=C/c3ccccc3)c(=O)n2C)c1
 : -7%[76.3 µM] | 6%[46 µM]
CC(=O)c1ccc(NC(=O)c2sc(-n3nc(C)c(Cc4ccccc4)c3C)nc2C)cc1
 : -7%[76.3 µM] | u
O=C(Cn1cc(S(=O)(=O)Cc2ccc(F)cc2)c2ccccc21)NCCc1ccccc1
 : 10%[76.3 µM] | 4%[46 µM]
Cc1cc(C)cc(NC(=O)CCCc2nc(-c3ccccc3Cl)no2)c1
 : -2%[76.3 µM] | 7%[46 µM]
CCOc1ccc(C(=O)c2oc3ccccc3c2NC(=O)c2cc(-c3ccccc3)on2)cc1
 : 17%[76.3 µM] | u
Cc1cc2c(cc1S(=O)(=O)CCC(=O)NCc1ccccc1)OCC(=O)N2
 : -10%&2%[76.3 µM] | u
O=C(Cn1cnc2c(oc3ccccc32)c1=O)Nc1ccc(F)cc1F
 : -15%[76.3 µM] | 9%[46 µM]
CCc1ccc(CNC(=O)CCCN2C(=O)c3cccnc3Oc3ccc(Cl)cc32)cc1
 : 13%[76.3 µM] | u
CCOC(=O)CSc1nc2ccc(NC(=O)c3cccc(F)c3)cc2s1
 : -9%[76.3 µM] | -15%[46 µM]
Cc1ccc(NC(=O)c2nc(S(C)(=O)=O)ncc2N(Cc2ccc(C(C)(C)C)cc2)Cc2ccco2)cc1C
 : 15%[76.3 µM] | 1%[46 µM]
CC(=O)Nc1nonc1-c1nnc(SCC(=O)N(C)c2ccccc2)n1C
 : 13%[76.3 µM] | 15%[46 µM]
COC(=O)c1ccccc1NC(=O)c1cn2c3c(ccc(Cl)c3c1=O)OC(C)C2 (stereo not given)
 : 6%[76.3 µM] | 0%[46 µM]
CCCn1cc(S(=O)(=O)c2ccc(OC)cc2)c(=O)c2cc(F)c(N3CCCC(C)C3)cc21 (stereo not given)
 : -10%[76.3 µM] | 0%[46 µM]
Cc1ccc(CNc2nc3ccccc3n3c(C)nnc23)cc1
 : 11%[76.3 µM] | -6%[46 µM]
Cc1ccc(S(=O)(=O)c2cn(Cc3ccccc3)c3cc(N4CCCC4)c(F)cc3c2=O)c(C)c1
 : -1%[76.3 µM] | 2%[46 µM]
Cc1cc(C)cc(OCCSc2nc3ccc(NC(=O)c4cccs4)cc3s2)c1
 : 8%[76.3 µM] | 3%[46 µM]
CC(C)NC(=O)C1CCCN(c2ncnc3c2nc2n3CCCCC2)C1 (stereo not given)
 : 14%[76.3 µM] | u
COc1ccc(-c2cn3nc(N4CCCC(C(=O)Nc5ccccc5OC)C4)sc3n2)cc1 (stereo not given)
 : -8%[76.3 µM] | -2%[46 µM]
O=C(c1cccc(Cl)c1)N1c2nc(-c3ccco3)nn2C2(CCCCC2)[C@@H]2CCCC[C@@H]21
 : -6%[76.3 µM] | 9%[46 µM]
Cc1ccc(NC(=O)c2cc(S(=O)(=O)N3CCc4ccccc43)cn2C)c(Cl)c1
 : -13%[76.3 µM] | -17%[46 µM]
CCS(=O)(=O)N1CC(=O)N(c2ccc(C)c(C)c2)C(C)(C(=O)NC2CCCCC2)C1 (stereo not given)
 : 17%[76.3 µM] | 10%[46 µM]
Cc1ccc(NC(=O)c2sc3nc4n(c(=O)c3c2C)CCCCC4)c(Br)c1
 : 11%[76.3 µM] | 8%[46 µM]
CC1CCN(S(=O)(=O)c2cc3c4c(c2)C(C)C(=O)N4CCC3)CC1 (stereo not given)
 : -10%[76.3 µM] | -8%[46 µM]
O=C(COCc1cc(-c2ccc3c(c2)OCO3)on1)N1CCN(c2cccc(Cl)c2)CC1
 : -4%&-9%[76.3 µM] | 0%[46 µM]
CCOc1cc(C2CC(=O)Nc3nc(SCc4ccccc4)[nH]c(=O)c32)ccc1O (stereo not given)
 : 4%[76.3 µM] | -3%[46 µM]
O=C(COCc1cc(-c2cccs2)on1)Nc1cc(Cl)ccc1O
 : 7%[76.3 µM] | -11%[46 µM]
CCc1ccc(NC(=O)CCS(=O)(=O)c2ccc3c(c2)CCN3C(C)=O)cc1
 : -3%[76.3 µM] | 3%[46 µM]
O=C(NCc1ccccc1Cl)C1CCN(C(=O)N2CCOc3ccccc32)CC1
 : -2%[76.3 µM] | 6%[46 µM]
O=C(COC(=O)CCCC1=NS(=O)(=O)c2ccccc2N1)Nc1ccc(Br)cc1
 : -6%[76.3 µM] | -14%[46 µM]
C=Cc1ccc(Cn2ccn(-c3ccc(F)c(F)c3)c(=O)c2=O)cc1
 : -14%[76.3 µM] | u
O=C(c1ccco1)N(Cc1cccs1)c1ccc(F)cc1
 : -11%[76.3 µM] | u
CCOC(=O)N1CCN(Cc2nc3cc(NC(=O)c4ccc([N+](=O)[O-])cc4)ccc3n2C(C)C)CC1
 : -6%[76.3 µM] | u
Cc1cccc(C)c1NC(=O)C(=O)NCC(c1cccnc1)N1CCc2ccccc21 (stereo not given)
 : 0%[76.3 µM] | 6%[46 µM]
O=C(NCc1cccs1)c1ccc(CSc2nc3cccnc3n2Cc2ccccc2)cc1
 : -7%[76.3 µM] | -17%[46 µM]
Cc1ccc(C2CC(=O)Nc3c2c(C)nn3-c2nc(C)cc(C)n2)c(C)c1 (stereo not given)
 : -3%[76.3 µM] | u
CCCCC(=O)Nc1nnc(S(=O)(=O)N2CCCCCC2)s1
 : 1%[76.3 µM] | 16%[46 µM]
O=C(NC1CCCCC1)c1ccc(CSc2nc3cccnc3n2Cc2ccccc2F)cc1
 : -2%[76.3 µM] | -9%[46 µM]
Cn1cc(S(=O)(=O)c2ccccc2)c(=O)c2cc(F)c(N3CCCCCC3)cc21
 : 14%[76.3 µM] | -24%[46 µM]
CCCNC(=O)C1CCN(C(=O)N2CC(C)Oc3ccccc32)CC1 (stereo not given)
 : -3%[76.3 µM] | u
CCOc1cccc2sc(N(CCN(CC)CC)C(=O)c3ccco3)nc12
 : x | u
COc1ccc(OCCCn2c(C)nc3cc(C)c(C)cc32)cc1
 : -15%[76.3 µM] | u
Cc1ccccc1OCC(=O)Nc1ccc2nc(SCC(=O)N3CCOCC3)sc2c1
 : -6%[76.3 µM] | 15%[46 µM]
Cc1cc(OCC(=O)Nc2nc3c(s2)CCCC3)cc(C)c1Cl
 : -2%[76.3 µM] | 8%[46 µM]
CCCN(CCC)C(=O)c1cc2c(=O)n3cccc(C)c3nc2n1C
 : -14%[76.3 µM] | 17%[46 µM]
Cn1c(=O)n(CCCc2ccccc2)c(=O)c2c1nc1n2CCN1c1ccc(F)cc1
 : -6%[76.3 µM] | 8%[46 µM]
O=C(Nc1nnc(C2CC(=O)N(c3ccc(Cl)cc3)C2)s1)c1ccco1 (stereo not given)
 : 13%[76.3 µM] | u
CCc1ccc2nc(N(CCN(CC)CC)C(=O)c3cccs3)sc2c1
 : 20%[76.3 µM] | u

Filtered by structure, the compounds so far with an aryl methoxy group.
Under each structure: GAA glycogen mod | Lamin A splicing
CCCn1cc(S(=O)(=O)c2ccc(OC)cc2)c(=O)c2cc(F)c(N3CCCC(C)C3)cc21 (stereo not given)
 : -10%[76.3 µM] | 0%[46 µM]
COc1ccc(-c2cn3nc(N4CCCC(C(=O)Nc5ccccc5OC)C4)sc3n2)cc1 (stereo not given)
 : -8%[76.3 µM] | -2%[46 µM]
COc1ccc(OCCCn2c(C)nc3cc(C)c(C)cc32)cc1
 : -15%[76.3 µM] | u

Going on with the list.
Under each structure: GAA glycogen mod | Lamin A splicing
CCOc1ccccc1CNC(=O)CN1C(=O)c2cccnc2Oc2ccc(C)cc21
 : u | 11%[46 µM]
COc1ccc(N2CCN(C(CNC(=O)c3cccc(OC)c3)c3cccnc3)CC2)cc1 (stereo not given)
 : -9%[76.3 µM] | -5%[46 µM]
Cc1cccc(S(=O)(=O)c2cn(C)c3cc(N4CCCCCC4)c(F)cc3c2=O)c1
 : 10%[76.3 µM] | -25%[46 µM]
COc1ccc(-c2noc(N3CCN(c4cccc(Cl)c4)CC3)n2)cc1OC
 : 8%[76.3 µM] | u
O=C(Nc1ccc2nc(SCC(=O)N3CCc4ccccc43)sc2c1)c1ccc(F)cc1
 : -3%[76.3 µM] | u
CCC1CN(C(=O)N2CCC(C(=O)NCc3ccc(C)o3)CC2)c2cc(C)ccc2O1 (stereo not given)
 : 10%[76.3 µM] | 1%[46 µM]
COc1ccc(OCc2ccc(-c3nc(C#N)c(N4CCN(c5ccccc5)CC4)o3)o2)cc1
 : 14%[76.3 µM] | 8%[46 µM]
CCC(=O)N1c2nc(-c3ccco3)nn2C2(CCCCC2)[C@@H]2CCCC[C@@H]21
 : -10%[76.3 µM] | u
O=C(COc1ccccc1)Nc1ccc2nc(SCC(=O)N3CCOCC3)sc2c1
 : -6%[76.3 µM] | -13%[46 µM]
COc1ccc(OC)c(NC(=O)C2CCN(S(=O)(=O)c3ccc4c(c3)CC(C)N4C(C)=O)CC2)c1 (stereo not given)
 : -20%&6%[76.3 µM] | 5%[46 µM]

Ordered by number of heavy atoms (smallest number first): some entries from above.
Under each structure: GAA glycogen mod | Lamin A splicing
Cc1cccc(S(=O)(=O)c2cn(C)c3cc(N4CCCCCC4)c(F)cc3c2=O)c1
 : 10%[76.3 µM] | -25%[46 µM]
COc1ccc(OCc2ccc(-c3nc(C#N)c(N4CCN(c5ccccc5)CC4)o3)o2)cc1
 : 14%[76.3 µM] | 8%[46 µM]
COc1ccc(OC)c(NC(=O)C2CCN(S(=O)(=O)c3ccc4c(c3)CC(C)N4C(C)=O)CC2)c1 (stereo not given)
 : -20%&6%[76.3 µM] | 5%[46 µM]

Continuation.
Under each structure: GAA glycogen mod | Lamin A splicing
CCN(CC)S(=O)(=O)c1nnc(NC(=O)c2ccc(Br)cc2)s1
 : 2%[76.3 µM] | 9%[46 µM]
CCc1ccccc1N1C(=O)CN(S(=O)(=O)CC)CC1(C)C(=O)NC1CCCCC1 (stereo not given)
 : -2%[76.3 µM] | u
O=C(Nc1nnc(S(=O)(=O)Nc2ccccc2)s1)c1ccccc1Cl
 : 13%[76.3 µM] | 4%[46 µM]
Cc1cccc(S(=O)(=O)c2cn(Cc3ccc(F)cc3)c3cc(N4CCCCC4)c(F)cc3c2=O)c1
 : 9%[76.3 µM] | u
O=C(Nc1ccc(Br)cc1F)N1CCC(CN2CCc3ccccc3C2)CC1
 : 16%[76.3 µM] | 9%[46 µM]
O=C(NCc1ccco1)C1CCN(C(=O)N2CCOc3ccc(Cl)cc32)CC1
 : 17%[76.3 µM] | 12%[46 µM]
Cc1cc(C)cc(NC(=O)C(C)N2Cc3ccccc3C2=O)c1 (stereo not given)
 : 18%[76.3 µM] | -5%[46 µM]
Cc1ccc(OCCSc2nc3ccc(NC(=O)c4cccs4)cc3s2)cc1
 : x | -5%[46 µM]
Cc1ccc(CN(C(=O)COc2cccc([N+](=O)[O-])c2)c2ccccn2)cc1
 : 5%[76.3 µM] | u
Cc1[nH]c2ccccc2c1C(c1ccccc1)c1cccs1 (stereo not given)
 : 13%[76.3 µM] | 23%[46 µM]
CCOC(=O)c1c(S(=O)(=O)NCC(=O)NCc2ccccc2)c(C)n(C)c1C
 : -13%[76.3 µM] | 0%[46 µM]
CC(=O)c1ccc(NC(=O)Cn2cc(S(=O)(=O)Cc3cccc(Cl)c3)c3ccccc32)cc1
 : 1%[76.3 µM] | u
Cc1ccccc1CNC(=O)c1ccc(Cn2c(SCc3ccccc3)nc3cccnc32)cc1
 : -5%[76.3 µM] | u
COc1ccc(CNS(=O)(=O)c2ccc(-c3cnc(C4CC4)o3)cc2)cc1
 : -12%[76.3 µM] | 0%[46 µM]
Clc1ccccc1CNc1ncnc2c1nc1n2CCCC1
 : -8%[76.3 µM] | u
CCS(=O)(=O)c1ccc(O)c(Nc2cc(C)nc(SC)n2)c1
 : -11%[76.3 µM] | u
COc1ccc(N2CCN(S(=O)(=O)c3ccc4c(c3)CC(C)N4C(C)=O)CC2)cc1 (stereo not given)
 : 0%[76.3 µM] | u
O=C(/C=C/c1ccccc1Cl)N1CCC(c2nc3ccccc3o2)CC1
 : 7%[76.3 µM] | u
COc1ccc(-c2noc(N3CCN(c4cccc(C)c4C)CC3)n2)cc1OC
 : -8%[76.3 µM] | -15%[46 µM]
CC(C)CC(=O)Nc1nnc(S(=O)(=O)N(CC(C)C)c2ccccc2)s1
 : -3%[76.3 µM] | u
CCOc1ccccc1C(=O)N1CCC(c2nc3ccccc3o2)CC1
 : 9%[76.3 µM] | u
Cc1cccc(OCc2nc(CC(=O)Nc3ccc(C)cc3C)cs2)c1
 : 0%[76.3 µM] | 13%[46 µM]
